DRD3 agonist = D3 dopamine receptor (human) agonism | P35462 | max activation, % | actives 0.58% (n = 410,000) | D3R DiscoveRx beta-arrestin cells, luminescence, 90 min | AID 652048; in the data active = max activation above about 30%; note: 0% is about no effect; mostly tested at two doses, the higher about 12 µM
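Cells at 1500/well, incubated overnight, then treated with pinned compounds (dopamine as control) for 90 min at 37 degrees C. DiscoveRx reagent added for 30 - 60 minutes at room temperature; luminescence read.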
EPAC2 antag = EPAC2 (human) antagonism; EPAC2 GEF exchange of Rap1B-BODIPY-GDP, fluorescence; Potency, µM (highest dose often 114 µM), inactives show at the highest dose activity, negative = inhibition, actives largely listed as inhibitors; AID 720708; Q8WZA2; actives 0.18% (n = 360,000); note: potency is the fitted concentration of half-maximal effect; % is set by controls: 0 for no effect and ±100 for the full control effect; nearly all actives have a fitted effect of over 45% in size; many of its hits are not listed in these tables
Target sequence (Q8WZA2 whole entry, looked up): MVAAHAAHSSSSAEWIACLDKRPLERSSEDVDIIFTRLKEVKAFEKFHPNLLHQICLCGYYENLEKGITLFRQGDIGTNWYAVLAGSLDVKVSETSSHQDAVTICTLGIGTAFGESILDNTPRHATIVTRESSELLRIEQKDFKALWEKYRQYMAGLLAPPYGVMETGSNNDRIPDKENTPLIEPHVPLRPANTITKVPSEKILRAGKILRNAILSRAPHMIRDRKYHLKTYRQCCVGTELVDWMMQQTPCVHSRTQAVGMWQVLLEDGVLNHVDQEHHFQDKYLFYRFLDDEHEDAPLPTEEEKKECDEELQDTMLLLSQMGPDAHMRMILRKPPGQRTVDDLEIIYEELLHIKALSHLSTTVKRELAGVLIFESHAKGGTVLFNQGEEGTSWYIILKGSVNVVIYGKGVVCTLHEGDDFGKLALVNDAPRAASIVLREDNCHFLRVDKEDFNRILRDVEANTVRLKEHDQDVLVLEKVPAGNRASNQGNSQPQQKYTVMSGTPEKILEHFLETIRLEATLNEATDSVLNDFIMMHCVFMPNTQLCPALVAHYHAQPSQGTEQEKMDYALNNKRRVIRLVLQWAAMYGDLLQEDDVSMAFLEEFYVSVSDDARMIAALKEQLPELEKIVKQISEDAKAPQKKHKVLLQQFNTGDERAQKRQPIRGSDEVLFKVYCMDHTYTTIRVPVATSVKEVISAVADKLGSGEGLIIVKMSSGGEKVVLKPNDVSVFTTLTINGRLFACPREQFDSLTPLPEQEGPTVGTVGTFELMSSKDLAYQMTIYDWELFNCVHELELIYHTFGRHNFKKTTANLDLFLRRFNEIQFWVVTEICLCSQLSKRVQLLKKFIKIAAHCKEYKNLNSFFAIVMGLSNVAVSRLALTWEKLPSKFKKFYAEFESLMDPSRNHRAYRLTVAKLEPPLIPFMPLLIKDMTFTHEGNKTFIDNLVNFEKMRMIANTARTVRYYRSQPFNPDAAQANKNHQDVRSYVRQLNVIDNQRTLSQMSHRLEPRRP
EPAC2 agonist = EPAC2 (human) agonism | AID 720711 | Potency, µM (series often up to 154 µM), for inactives: top-dose activation, hits mostly activators | EPAC2 activation, biochemical qHTS; response scale: 100% = 6.5 mM cAMP response | actives 0.079% (n = 360,000); note: potency is the fitted concentration of half-maximal effect; nearly all actives have a fitted effect of over 50% in size
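EPAC2 (100 nM) mixed with Rap1B loaded with BODIPY-GDP (250 nM) plus 50 uM unlabeled GDP; compounds pinned in, 5 min RT, then read every 5 min for 30 min (ex 480, em 540 nm). Normalized to cAMP control.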
FUS suppressor = rescues growth of FUS-expressing yeast. S. cerevisiae FUS-expressing, growth rescue, OD600, 24 h. AID 1347120. actives 0.24% (n = 390,000). Potency, µM (top dose mostly 76.6 µM), for inactives: at the top dose growth rescue (activation), hits mostly activators;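 note: potency is the fitted concentration of half-maximal effect; plate controls were DMSO vehicle for no effect and reference control for full effect; nearly all actives have a fitted effect of over 55% in size; some results filed as inactive show a strong effect at the top dose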
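Compound concentration series was pinned onto galactose-induced FUS-expressing yeast seeded at OD 0.005. Plates sat 24hr at 30C; absorbance at 600 nm gave growth. DMSO served as background control.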
Abeta rescue = compounds reversing amyloid beta toxicity in yeast | yeast expressing A-beta42, growth rescue, OD600, 48 h; response scale: 0% DMSO, 100% iron-clioquinol control | Potency, µM (highest dose often 46.1 µM), without a hit: at the highest dose growth rescue, actives largely listed as activators | actives 0.063% (n = 410,000) | AID 1347071; note: potency is the fitted concentration of half-maximal effect; nearly all actives have a fitted effect of over 55% in size
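Yeast growth medium received pinned compounds, then yeast cells expressing toxic A-beta were added; plates incubated at 30 C for 48 hr. Growth read as absorbance at 600 nm, normalized to DMSO and equimolar FeCl3 plus clioquinol controls.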
TDP-43 yeast inh = rescues yeast growth from TDP-43 toxicity; TDP-43 expressing yeast growth rescue, BacTiter-Glo, 24 h; Potency, µM (highest dose often 46.1 µM), without a hit: top-dose growth rescue (activation), hits mostly activators; actives 1.8% (n = 410,000); note: potency is the fitted concentration of half-maximal effect; % of control where 0% means no effect; nearly all actives have a fitted effect of over 50% in size
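Growth rescue of TDP-43-toxic yeast measured as ATP luminescence (BacTiter-Glo). Cells grown to mid-log in raffinose, induced in galactose at OD600=0.02, exposed to compound 24 hr at 30 deg C.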
DRD3 antagonist = antagonists of human D3 dopamine receptor. P35462. D3R cells, DiscoveRx beta-arrestin luminescence, antagonist mode; hits give low values. max response, negative = inhibition, %. actives 2.5% (n = 360,000). AID 652054; in the data active = max response below about -50%; inconclusive = no clear call, values can overlap the other calls; note: % is set by controls: 0 for no effect and ±100 for the full control effect; mostly tested at two doses, the higher about 12 µM
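Cells plated overnight at 1500 cells/well, then exposed to library compounds with dopamine controls for 90 minutes at 37 degrees C. DiscoveRx reagent added for 30–60 minutes at room temperature; luminescence read, quantitative HTS format.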
aSyn rescue = alpha-synuclein toxicity inhibition in yeast | Yeast expressing alpha-synuclein, growth rescue, BacTiter-Glo, 24 h | Potency, µM (titrated, usually from 46.1 µM), for inactives: at the top dose growth rescue (activation), usual class: activators | actives 0.14% (n = 370,000); note: potency is the fitted concentration of half-maximal effect; % of control where 0% means no effect; nearly all actives have a fitted effect of over 65% in size
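Readout is rescue of growth in alpha-synuclein-expressing yeast, so inhibitors of toxicity appear as activators. Growth after 24 hr at 30 deg C in galactose medium is quantified by luminescence.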
The depositor's hits bear a star; ? = inconclusive; · = no result given; & = joins results of further samples; [ ] = another dose, or the depositor's remark. Unless noted, calls come from the whole dose curve; as a rule, active = well fitted curve in the direction sought with a large enough effect; inconclusive = small, poorly fitted or top-dose-only effect, or another doubt; inactive = no such curve, though single readings can be large; an effect the other way counts as inactive or inconclusive. This is a subset; count on the stated rates, not on these rows.

SMILES	DRD3 agonist	EPAC2 antag	EPAC2 agonist	FUS suppressor	Abeta rescue	TDP-43 yeast inh	DRD3 antagonist	aSyn rescue
O=C1NC(=O)C(=Cc2cn(CCOc3ccc4c(c3)OCO4)c3ccccc23)C(=O)N1	-5	43%[activator]	100µM*	17%	-6%	2%	23	1%
CCC[N+]12CCC(CC1)C(C(O)(c1ccccc1)c1ccccc1)C2 (stereo not given)	-14	1%	0%	-25%	7%	-2%	-18	-1%
CN1C2c3ccccc3C3C4c5ccccc5C(C31)C(C2[N+](=O)[O-])N4C (stereo not given)	-2	-17%	7%	-16%	3%	-5%	-6	8%
CNC(C)(C)Cc1ccccc1	12&3	-6%	-8%	-26%	-8%	?	6	6%
Cn1c(O)c(/C=N/c2ccccn2)c(=O)n(C)c1=O	-2	3%	13%	-9%	10%	-16%	-19	3%
CC1=CC2OC3CC4OC(=O)C=CC=CC(=O)OCCC(C)C(O)C(=O)OCC2(CC1)C4(C)C31CO1 (stereo not given)	11	-3%	-3%	·	?	-90%[inhibitor]	34	-80%[inhibitor]
Cc1cc([P+](=O)O)c(C)n1-c1ccc(Br)cc1	8	1%	0%	12%	-7%	12%	5	5%
O=c1[nH]c(=S)[nH]c(O)c1N=Nc1ccc(OC(F)F)cc1	-7	1%	9%	-27%	10%	11%	?	-7%
Cc1ccc(S(=O)(=O)Cc2ccc(C(=O)N3CCC4(CC3)OCCO4)o2)cc1	2	-1%	0%	11%	24%	6%	9	11%
Cc1ccc(S(=O)(=O)N2CN3CCN(C3)C2)cc1	-5	11%	3%	19%	3%	3%	2	-2%
Cc1cc(C=C2C(=O)N(C)C(=S)N(C)C2=O)c(C)n1-c1ccncc1	6	4%	-1%	26%	?	-8%	-12	17%
Fc1ccccc1CCNCc1cccc(Cl)c1Cl	-32	-4%	18%	-30%	13%	-5%	-58*	-9%
O=C1NCN(c2ccccc2)C12CCN(C(CCc1ccccc1)c1nnnn1C1CCCC1)CC2 (stereo not given)	-2	6%	-3%	?	-7%	11%	-11	5%
OCC1CN1C1CCCCC1 (stereo not given)	-10	1%	13%	3%	2%	5%	-11	-5%
CC1CC2(C)C(=CC1=O)CCC1C3CCC(C)(O)C3(C)CC3OC312 (stereo not given)	-10	10%	13%	9%	12%	-14%	-19	22%
O=C(CCN1CCCCC1)NCC(=O)Nc1ccc(Br)cc1C(=O)c1ccccc1	-13	-2%	5%	28%	-2%	13%	-30	1%
CCC(=NCCc1ccccc1)c1c(O)n(C2CCCCC2)c(=O)[nH]c1=O	1	-1%	-3%	22%	-21%	23%	10	?
C[C@H](CO)N1C[C@H](C)[C@@H](CN(C)C(=O)Oc2ccc3ccccc3c2)OCc2cn(nn2)CCCC1=O	3	5%	8%	-2%	-7%	17%	12	?
Cc1ccc(NC(=O)[C@@H](NC(=O)N2C[C@H]3C[C@@H](C2)c2cccc(=O)n2C3)C(C)C)cc1	30	14%	9%	-4%	-7%	21%	5	-7%
COc1ccc(-c2noc(=O)n2Cc2cc(C)ccc2C)cc1	-22	?	-1%	11%	15%	18µM*	0	30%
Cc1cc(NC(=O)CCl)nn1C	-21	-5%	9%	-12%	-19%	-4%	0	-1%
N#Cc1ccccc1Cn1cc(C(=O)C2CC2)c2ccccc21	-12	-15%	8%	21%	-12%	20µM*	8	11%
CC(C)C1(C)N=C(c2ncccc2C(=O)O)NC1=O (stereo not given)	-3	2%	5%	-18%	-8%	-9%	6	3%
CCC(=Nc1ccc(OC)cc1OC)c1c(O)n(C)c(=O)n(C)c1=O	-3	3%	-4%	24%	-2%	-5%	26	7%
COc1cc(/C=N/NC(=O)CN2CC(c3ccccc3)CC2=O)ccc1OC(=O)N(C)C (stereo not given)	-3	-7%	6%	?	-10%	-25%	-2	0%
O=C(Nc1cccc(Br)c1)c1c(O)c2c(n(Cc3ccccc3)c1=O)CCCC2	3	1%	3%	29%	-7%	15%	2	-1%
O=c1[nH]c(=O)n(CCc2ccccc2)c(O)c1C=NC1CC1	8	5%	4%	16%	-1%	-15%[1.82 µM]	1	1%
CC(Cc1ccccc1)N1Cc2ccccc2C1 (stereo not given)	-3	-10%	-4%	3%	0%	18%	-16	4%
Cc1ccc(N)cc1Cl	0	2%	3%	-11%	0%	11%	2	0%
O=C1NC(=O)C(CCc2ccncc2)(CCc2ccncc2)C(=O)N1C1CCCCC1	9	-19%	5%	12%	4%	-6%	1	2%
Nc1ccc(-c2ccc(N)cc2)cc1	6	22%	5%	·	-9%	-3%	8	-11%
COCCOC(=O)c1c(N)n(Cc2ccccc2)c2nc3ccccc3nc12	4	-2%	-2%	4%	20%	22%	0	4%
Cc1ccc(Cn2cccc(C(=O)Nc3cc([N+](=O)[O-])ccc3C)c2=O)cc1	-7	·	·	2%	-22%	-3%	·	·
O=c1[nH]c(O)c(/C=C2/C=CC(c3cc(Cl)ccc3Cl)=N2)c(=O)[nH]1	-6	-12%	2%	-1%	8%	-5%	-15	6%
CN(C)c1ccc(/C=C/C=C/c2sc3ccccc3[n+]2C)cc1	-8	-1%	0%	31%	-51%[inhibitor]	-8%[1.82 µM]	-19	-38%[inhibitor]
Cc1cc(-n2c(/C=C/c3ccc(Br)s3)nc3ccccc3c2=O)ccc1Br	1	·	·	28%	0%	0%	·	·
CCOC(=O)C(O)(c1ccc(NC(=S)NC(=O)c2ccc(Cl)cc2Cl)c(C)c1)C(F)(F)F (stereo not given)	14	1%	0%	36%	?	0%	-11	-14%
COC(=O)C1=C(c2ccc(OC)c(OC)c2)C[C@@H]2CC[C@H]1N2C(=O)N1CCc2cc(OC)c(OC)cc2C1	5	-10%	3%	28%	6%	14%	0	4%
O=C(O)c1ccc(Cl)nc1	0	-1%	0%	-9%	-8%	24%	6	2%
Oc1c(Br)cc(Br)cc1CN1CCN(Cc2ccccc2)CC1	-3	-3%	9%	15%	-6%	-17%	?	9%
CCCN(CC#CCOc1ccc(OC)cc1)CCC	-9	6%	-2%	10%	21%	3%	-52*	-17%
CCOc1cc2c(cc1OCC)-n1cccc1C(c1ccc(OC(F)F)cc1)NC2 (stereo not given)	1	-19%	-2%	-6%	1%	8%	21	0%
O=C(Nc1ccc2ccccc2c1)c1nn(C23CC4CC(CC(C4)C2)C3)cc1Br	-22	9%	-3%	24%	0%	0%	-4	-2%
CCOP(=O)(OCC)C(O)c1ccccc1 (stereo not given)	3	7%	3%	-30%	-46%[inhibitor]	-2%	-17	-3%
CNc1ccc2oc(C[C@H]3O[C@@]4(CC[C@H]3C)O[C@H]([C@H](C)C(=O)c3ccc[nH]3)[C@H](C)C[C@H]4C)nc2c1C(=O)O	-63	-5%	-11%	29%	-92%[inhibitor]	-91%[inhibitor]	?	-2%

Whole records, looked up by structure. Values in the order: DRD3 agonist, EPAC2 antag, EPAC2 agonist, FUS suppressor, Abeta rescue, TDP-43 yeast inh, DRD3 antagonist, aSyn rescue
Listed for O=C(O)c1ccc(Cl)nc1 = 0, -1%, 0%, -9%, -8%, 24%, 6, 2%
Listed for O=C(Nc1ccc2ccccc2c1)c1nn(C23CC4CC(CC(C4)C2)C3)cc1Br = -22, 9%, -3%, 24%, 0%, 0%, -4, -2%

Following part.
SMILES	DRD3 agonist	EPAC2 antag	EPAC2 agonist	FUS suppressor	Abeta rescue	TDP-43 yeast inh	DRD3 antagonist	aSyn rescue
Clc1ccc(Cn2ccnc2)cn1	-3	4%	6%	-13%	4%	19%[9.22 µM]	11	0%
NC(=O)c1cn(C2OC(CO)C(O)C2O)c2ncnc(N)c12 (stereo not given)	0&-21	12%&14%	0%&4%	-12%	6%&-18%	3%&21%	-27&-15	4%&0%
CN(C)P1(N(C)C)=Nc2c(c(N)nn2C)C(c2ccccc2)=N1	-3&2	-4%&-2%	7%&10%	23%&-14%	-16%&-4%	-27%&-7%	0&9	1%&1%
O=C(O)c1cc(Oc2ccc(C(F)(F)F)cc2Cl)ccc1[N+](=O)[O-]	19&-8	-21%	-1%	24%	2%	0%	0	-7%
N#CC1=C(N)Oc2c(c(=O)oc3ccccc23)C1c1ccncc1 (stereo not given)	5	-6%	-7%	17%	26%	-5%	18	-6%
Cc1ccsc1C(=O)C1CCCN(Cc2cc3ccccc3o2)C1 (stereo not given)	-18	-4%	22%	-2%	0%	6%	?	9%
c1ccc(C2CC3CC(c4ccco4)N2O3)cc1 (stereo not given)	6	-3%	-2%	21%	-6%	-1%	1	11%
CN1C(=O)C(=Cc2sc(=O)n(-c3ccccc3)c2N(C)C)C(=O)N(C)C1=O	-7	14%	3%	-7%	-1%	-21%	-30	0%
COC(=O)C1=C(c2ccc(S(C)(=O)=O)cc2)C[C@@H]2CC[C@H]1N2C(=O)NCCNC(C)=O	0	-2%	5%	-4%	5%	21%	11	0%
CCOC(=O)CC1=C(C(=O)OCC)C2(C(=O)Nc3ccccc32)C(C#N)=C(N)O1 (stereo not given)	-1	2%	0%	0%	11%	5%	6	-17%
CCSC1=NN1c1cc(C)nc(N)n1	3	8%	5%	17%	0%	-13%	2	-4%
O=C(c1ccccc1)c1cn(CC(=O)N2CCCc3ccccc32)c2ccccc12	-1	-3%	7%	23%	10%	?	19	5%
COc1ccc(Cl)cc1N=Cc1c(O)n(C)c(=O)n(C)c1=O	24	-4%	-6%	15%	-10%	-4%	-15	0%
COC(=O)C(O)(c1cn(C)c2ccccc12)C(F)(F)F (stereo not given)	-1	-2%	-17%	-10%	?	19%	-9	-19%
CCOc1ccc(-c2nc(CSCC(=O)NCCc3ccc(OCC)c(OCC)c3)c(C)o2)cc1	-2	·	·	40%	7%	?	·	·
COc1ccccc1C(=O)Nc1ccc2c(c1)CC1(C(=O)N(C)C(=O)N(C)C1=O)C1CCCN21 (stereo not given)	3	2%	19%	40µM*	-5%	-9%	0	-2%
O=P(c1ccccc1)(c1ccccc1)N1CCCCC1	-1	7%	9%	10%	-1%	3%	-25	-3%
O=c1[nH]c2ccccc2n1C1CCN(Cc2ccc(-c3nc4ccc(F)cc4nc3-c3ccccc3)cc2)CC1	-19	2%	9%	?	-19%	-6%	-96*	-21%

Reformatted in markdown: entries from further up
| SMILES | DRD3 agonist | EPAC2 antag | EPAC2 agonist | FUS suppressor | Abeta rescue | TDP-43 yeast inh | DRD3 antagonist | aSyn rescue |
| --- | --- | --- | --- | --- | --- | --- | --- | --- |
| COC(=O)C(O)(c1cn(C)c2ccccc12)C(F)(F)F (stereo not given) | -1 | -2% | -17% | -10% | ? | 19% | -9 | -19% |
| CCOc1ccc(-c2nc(CSCC(=O)NCCc3ccc(OCC)c(OCC)c3)c(C)o2)cc1 | -2 | · | · | 40% | 7% | ? | · | · |
